XIAP antagonists = XIAP antagonists, biochemical, IAP family, fluorescence polarization (AID 1018); one-dose displacement, % at 20 µM; IC50 in µM for titrated hits; 0.007% of 200,000 active; XIAP BIR domain, fluorescence polarization peptide displacement; higher % means a stronger effect; in the data active = displacement above about 50%; note: a part of the inactive calls stands beside numbers as strong as those of hits
Myeloid diff 2 = induction of myeloid progenitor differentiation, primary screen, cell-based, flow cytometry, MLPCN library; ER-HoxA9 myeloid progenitors, lysozyme-GFP differentiation; calls only at 10 µM; 1% of 360,000 active; AID 624256, 2012;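 active = normalized GFP-positive differentiation at or above the plate's own cutoff, the solvent-only control mean plus 3 SD; inconclusive = no clear call, values can overlap the other calls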;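 note: cells exposed to compound for four days before flow analysis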
Lipid droplet = inhibitors of hepatocyte lipid droplet formation, primary screen, imaging, high-throughput imaging, BODIPY stain; inhibition, % at 6.5 µM; AID 1656, 2009; AML12 mouse hepatocytes, oleate lipid droplets; 0.4% of 240,000 active;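 active = lipid droplet intensity inhibited by at least 50%, with more than 500 cells counted; inconclusive = wells with under 300 cells, treated as cytotoxic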
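Material – mouse AML12 hepatocyte cell line, fixed after treatment · Compound dosing – one dose, 6.5 µM compound · Times – compound with oleate, overnight · Measured by – Image-based BODIPY and DAPI two-channel analysis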
Dengue-2 NS5 capping = Dengue-2 NS5 methyltransferase inhibitors, primary screen, biochemical, confirmation dose response (AID 588689); Genome polyprotein (Dengue virus type 2 (strain 16681-PDK53)); Dengue-2 NS5 methyltransferase capping enzyme assay, biochemical; higher % means a stronger effect; one-dose inhibition, % at 25 µM; IC50 in µM for titrated hits; 0.3% of 340,000 active; in the data active = a potency from the dose series; inconclusive = inhibition above about 29% without an active follow-up result
Siah-1 displacement = Siah-1 peptide-binding antagonists, primary screen, biochemical, fluorescence polarization, rhodamine-plectin, uHTS (AID 1817); one-dose displacement, % at 20 µM; IC50 in µM for titrated hits; E3 ubiquitin-protein ligase SIAH1 (Homo sapiens); 0.02% of 290,000 active; Siah-1 / rhodamine-plectin peptide fluorescence polarization; higher % means a stronger effect;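 active = displacement of at least 50% at 20 µM, with a fluorescence ratio check between 0.3 and a set limit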;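 note: plate controls were Siah plus tracer with DMSO for no effect and tracer alone without Siah for full effect; strong numbers were not always called active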
AID2073 = inhibitors of Mint1-CaV2.2 protein interaction, biochemical, HTRF (AID 2073). Voltage-dependent N-type calcium channel subunit alpha-1B (Homo sapiens). HTRF protein-protein interaction, Mint1-CaV2.2; higher % means a stronger effect. inhibition, % at 20 µM; hits with a dose series show IC50 in µM. 0.19% of 290,000 active; in the data active = inhibition mostly above about 51%, no sharp cut-off; inconclusive = no clear call, values can overlap the other calls; inactive = mostly below about 53%; note: some results filed as inactive read as strong as hits
LYP phosphatase = inhibitors of LYP phosphatase, biochemical, fluorescence intensity, uHTS (AID 1779); recombinant LYP phosphatase, fluorescence intensity; higher % means a stronger effect; inhibition, % at 11.5 µM, or IC50 in µM where a hit was titrated; 0.054% of 290,000 active;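 note: plate controls were vehicle with enzyme for no effect and no enzyme for full effect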
HIV fusion peptide = inhibitors of HIV fusion peptide binding, primary screen, biochemical, uHTS, fluorescence dequenching (AID 1986); inhibition, % at 20 µM; hits with a dose series show IC50 in µM; cell-free peptide binding, fluorescence dequenching, 30 min; higher % means a stronger effect; 0.3% of 290,000 active; in the data active = inhibition mostly above about 52%, no sharp cut-off; inactive = mostly below about 76%; note: some results filed as inactive read as strong as hits
NOD2 inhibition = NOD2 signaling inhibitors, cell-based, luminescence, uHTS, HEK293 (AID 1566). HEK293 NOD2/NF-kB luciferase reporter, luminescence; higher % means a stronger effect. one-dose inhibition, % at 4 µM; EC50 in µM for titrated hits. 0.63% of 290,000 active; note: many of its hits are not listed in these tables
Lipid droplet cells 6.5 µM = second read-out of Lipid droplet, no call of its own (marks repeat the call); cell count; measured here: cell count, cytotoxicity flag;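 cells counted across two imaged fields per well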
Dengue-2 NS5 capping pilot replicate = further read-out of Dengue-2 NS5 capping, marked with its call; inhibition, %; measured here: pilot screen replicate inhibition
Myeloid diff 2 GFP+ MAC1+ % = second read-out of Myeloid diff 2, no call of its own (marks repeat the call); GFP+ MAC1+ double positive, %; measured here: differentiation confirmed by MAC1 staining
The depositor's hits bear a star; i = inactive; ? = inconclusive; nt = no result given. Cut-off read from the data, not from the text of the source, unless noted: active = inhibition above about 50%; inactive = the rest.

SMILES	XIAP antagonists	Myeloid diff 2	Myeloid diff 2 GFP+ MAC1+ %	Lipid droplet	Lipid droplet cells 6.5 µM	Dengue-2 NS5 capping	Siah-1 displacement	AID2073	LYP phosphatase	HIV fusion peptide	NOD2 inhibition	others
COc1ccc(CNC(=O)COC(=O)c2ccc3c(c2)OCCO3)cc1	0.7%	i	0.7	nt	nt	5%	-2%	3%	-7%	-1.4%	-5%
COc1ccc(Nc2nnc(C)c(=O)[nH]2)c(OC)c1	nt	i	0.8	7	724	-9%	9%	-1%	-7%	-0.1%	11%
O=C(Cn1c(-c2cscn2)nc2ccccc21)Nc1ccc2ccccc2c1	-1.6%	i	8.3	nt	nt	3%	4%	4%	-6%	-0.2%	0%
CCOc1ccc2nc(NC(=O)C(CC)Sc3nc(C)cc(=O)[nH]3)sc2c1 (configuration not stated)	5.7%	i	1.0	8	783	-2%	-2%	-6%	-4%	1.8%	-12%
c1ccc2[nH]c(SCCN3CCOCC3)nc2c1	-0.9%	i	1.0	nt	nt	-4%	2%	0%	-2%	-2.1%	3%
CCOC(=O)/C=c1\s/c(=C(\C#N)C(=O)OCC)n(-c2ccccc2)c1=O	10%	i	0.5	-3	756	-10%	-2%	41%	-6%	6.6%	4%
C[n+]1ccccc1/C=C/c1ccc(C#N)cc1	nt	i	0.4	1	780	-1%	0%	0%	-11%	-9.4%	2%	Dengue-2 NS5 capping pilot replicate=-2.1
O=C(CN1CCOCC1)Nc1ccc(-c2nc3ccccc3[nH]2)cc1	-3.3%	i	0.7	nt	nt	3%	0%	-4%	-2%	-0.5%	-22%
O=C(NCC(=O)N(Cc1ccccc1)C(C(=O)NCC1CCCO1)c1ccccc1)c1ccco1 (configuration not stated)	nt	i	0.3	0	802	2%	3%	-4%	-2%	-0.8%	-90%
O=C(O)c1ccc(/C=N/NC(=O)c2cc(-c3cccs3)nc3ccccc23)cc1	3.7%	i	0.4	-14	605	-2%	7%	24%	0%	45%	2%
CS(=O)(=O)N1CCN(c2ccccc2NC(=O)c2ccc([N+](=O)[O-])o2)CC1	-4.7%	i	0.4	-13	669	-7%	6%	1%	-4%	-0.6%	-2%
CCc1cc(CNC(=O)CC2C(=O)NCCN2CC2CCCCC2)on1 (configuration not stated)	-5.7%	i	0.4	-9	597	5%	3%	?	-5%	0.6%	7%

Pulled one by one from the list above:
SMILES	XIAP antagonists	Myeloid diff 2	Myeloid diff 2 GFP+ MAC1+ %	Lipid droplet	Lipid droplet cells 6.5 µM	Dengue-2 NS5 capping	Siah-1 displacement	AID2073	LYP phosphatase	HIV fusion peptide	NOD2 inhibition	others
O=C(Cn1c(-c2cscn2)nc2ccccc21)Nc1ccc2ccccc2c1	-1.6%	i	8.3	nt	nt	3%	4%	4%	-6%	-0.2%	0%
COc1ccc(Nc2nnc(C)c(=O)[nH]2)c(OC)c1	nt	i	0.8	7	724	-9%	9%	-1%	-7%	-0.1%	11%
CS(=O)(=O)N1CCN(c2ccccc2NC(=O)c2ccc([N+](=O)[O-])o2)CC1	-4.7%	i	0.4	-13	669	-7%	6%	1%	-4%	-0.6%	-2%
CCOc1ccc2nc(NC(=O)C(CC)Sc3nc(C)cc(=O)[nH]3)sc2c1 (configuration not stated)	5.7%	i	1.0	8	783	-2%	-2%	-6%	-4%	1.8%	-12%
C[n+]1ccccc1/C=C/c1ccc(C#N)cc1	nt	i	0.4	1	780	-1%	0%	0%	-11%	-9.4%	2%	Dengue-2 NS5 capping pilot replicate=-2.1
O=C(O)c1ccc(/C=N/NC(=O)c2cc(-c3cccs3)nc3ccccc23)cc1	3.7%	i	0.4	-14	605	-2%	7%	24%	0%	45%	2%
O=C(NCC(=O)N(Cc1ccccc1)C(C(=O)NCC1CCCO1)c1ccccc1)c1ccco1 (configuration not stated)	nt	i	0.3	0	802	2%	3%	-4%	-2%	-0.8%	-90%

Other compounds.
SMILES	XIAP antagonists	Myeloid diff 2	Myeloid diff 2 GFP+ MAC1+ %	Lipid droplet	Lipid droplet cells 6.5 µM	Dengue-2 NS5 capping	Siah-1 displacement	AID2073	LYP phosphatase	HIV fusion peptide	NOD2 inhibition	others
Nc1ncnc2nc(SCC(=O)Nc3cccc(C(F)(F)F)c3)[nH]c12	nt	i	2.1	0	822	0%	9%	2%	-9%	0.2%	-7%
COc1ccc(OC)c(C2=NOC(C(=O)Nc3ccccc3SC)C2)c1 (configuration not stated)	-6.8%	i	3.6	-4	794	-6%	2%	3%	-6%	-1.1%	11%
Cc1ccccc1/C=C/c1cccc[n+]1C	nt	?	nt	nt	nt	0%	8%	-2%	-9%	2.6%	17%
Cc1nnc(SCc2nc3ccccc3nc2C)s1	-2.9%	i	0.4	-16	776	-8%	1%	-4%	-10%	5.1%	16%
Cc1ccc(CNC(=O)CN(Cc2cccs2)C(=O)C2(C)CC(=O)N=C3C=CC=CN32)cc1 (configuration not stated)	-4.1%	i	2.0	-14	635	-6%	5%	10%	-5%	3.1%	3%
Cc1ccc(SCCC(=O)N2CCC(C)CC2)cc1	-24%	i	0.6	-20	754	-3%	0%	-9%	-1%	0.4%	1%
CC(C)C(C(=O)Nc1ccncc1)c1ccc(Cl)cc1 (configuration not stated)	nt	i	1.0	-6	692	-7%	1%	2%	2%	2.5%	-9%
O=c1c2ccccc2oc2nc(-c3ccco3)n(CCc3ccccc3)c(=O)c12	-22%	nt	nt	nt	nt	nt	1%	0%	-9%	-0.3%	11%
C=C(C)CSc1nnc(-c2cccc(S(=O)(=O)N(C)C)c2)n1-c1cc(OC)ccc1OC	-4.1%	i	0.3	8	706	-4%	-4%	-1%	-1%	0.7%	-12%
CC1CCN(S(=O)(=O)c2ccc(NC(=O)CCN3C(=O)c4ccccc4C3=O)cc2)CC1	-8.3%	i	1.4	13	755	0%	2%	-4%	4%	-0.7%	6%
COc1ccccc1OCc1ccc(C(=O)n2nc(C)c(Cl)c2C)o1	-6.5%	i	3.8	-1	611	-6%	3%	4%	4%	-0.3%	-9%
COCCCNC(=O)c1ccc(CS(=O)(=O)c2ccc(OC)cc2)o1	-1.2%	i	1.7	-16	622	0%	2%	0%	2%	-0.8%	6%
CN1CCN(S(=O)(=O)c2ccc(CNC(=O)c3ccccc3)s2)CC1	nt	i	0.3	-10	791	1%	14%	-6%	-10%	0.7%	12%
Cc1c(O)ccc2c(CN(C)Cc3ccccc3)cc(=O)oc12	nt	i	0.4	-21	681	4%	7%	31%	-5%	-1.2%	14%
CC(=O)Nc1ccc(S(=O)(=O)N2CCN(S(=O)(=O)c3ccccc3)CC2)cc1	nt	i	1.6	3	813	-6%	14%	2%	-11%	2.5%	2%
CCN(C(=O)COC(=O)c1cc(-c2ccccc2)nc2c1c(C)nn2-c1ccc(C)cc1)C1CCS(=O)(=O)C1 (configuration not stated)	-12%	i	0.4	27	666	0%	0%	23%	5%	-0.3%	-2%
Brc1ccc(CNCCCSc2ncccn2)cc1	nt	i	0.9	10	862	6%	-2%	6%	-2%	-0.7%	-14%
CC(/C=N/NC(=O)c1cccs1)=C\c1ccco1	-2.3%	i	0.3	-18	650	-14%	-4%	43%	-5%	18%	-70%
O=C(CN1C(=O)NC(c2ccccc2)(c2ccccc2)C1=O)Nc1cccnc1Cl	-14%	i	0.2	-16	672	-9%	4%	-10%	-2%	-0.7%	-4%
COC(=O)c1ccccc1NC(=O)CCC(=O)N1CC(C)Oc2ccc(C)cc21 (configuration not stated)	nt	i	1.2	-21	778	-2%	4%	-5%	4%	-0.5%	2%
c1ccc(-n2cccc2)c(N2CCCCC2)c1	nt	i	0.2	6	735	nt	-6%	3%	-7%	-2.1%	11%
c1ccc(Nc2nnc(SCc3cccc4ccccc34)s2)cc1	-4.0%	i	1.1	-6	767	2%	4%	3%	2%	-1.7%	5%
CSc1ccc(S(=O)(=O)NCc2ccc(Cl)cc2Cl)cc1	-1.3%	i	8.6	2	773	-5%	4%	-3%	-6%	-1.4%	2%
Cc1cc(C(=O)O)ccc1N/C=C1\CCCC(C)C1=O (configuration not stated)	-2.9%	i	0.8	2	732	-1%	-4%	13%	-1%	2.5%	-85%
Cc1ccc(-n2nc(C)cc2NC(=O)CC#N)cc1	-7.4%	i	1.2	0	718	-2%	0%	-6%	-4%	-0.3%	-3%
COc1ccccc1-n1cnnc1SCC(=O)NCc1cccs1	-5.1%	i	0.6	-2	825	-1%	-5%	-9%	-8%	-0.8%	-12%
CCCN1C(=O)/C(=C/c2ccc(C)o2)SC1=Nc1ccc(OCC)cc1	-5.2%	i	0.9	8	762	16%	5%	52%	4%	6.2%	2%
O=C(CSc1ccc(-c2cccnc2)nn1)N1CCCc2ccccc21	-1.9%	nt	nt	3	696	nt	3%	47%	-5%	1.2%	10%
CCn1ccnc1CN1CCc2c([nH]c3ccccc23)C1C(C)(C)C (configuration not stated)	-11%	i	0.8	-45	676	-1%	2%	1%	-4%	-1.7%	8%
CCCCC#Cc1ccc(C(=O)NNC(=O)Nc2ccccc2)o1	nt	i	0.7	nt	nt	-15%	4%	1%	-2%	2.0%	6%
O=S(=O)(NCC(O)COCc1ccco1)c1cccs1 (configuration not stated)	-0.5%	i	1.8	nt	nt	10%	0%	32%	-15%	-1.2%	10%

Some of the compounds tested; count on the stated rates, not on these rows.
